TAAR1 ag: human TAAR1 agonism; Q96RJ0; CHO RD-HGA16 TAAR1, Fluo-8 calcium fluorescence; vehicle wells 0%, saturating PEA agonist 100%; activation, % at 3 µM; actives 0.99% (n = 360,000);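 active = activation above the mean activation of all test compounds in the run plus 3 SD, cut at about 38% in these data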
Target sequence (Q96RJ0 whole entry, looked up): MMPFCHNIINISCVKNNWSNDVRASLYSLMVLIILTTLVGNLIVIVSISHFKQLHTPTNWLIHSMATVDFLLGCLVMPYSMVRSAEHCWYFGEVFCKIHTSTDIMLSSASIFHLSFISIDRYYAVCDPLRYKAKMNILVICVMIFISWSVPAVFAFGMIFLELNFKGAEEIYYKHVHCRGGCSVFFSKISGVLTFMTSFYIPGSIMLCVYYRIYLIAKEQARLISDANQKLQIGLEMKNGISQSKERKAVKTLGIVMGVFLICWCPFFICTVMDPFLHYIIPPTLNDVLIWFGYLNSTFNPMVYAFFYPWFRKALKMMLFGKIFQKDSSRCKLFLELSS
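Assay system: CHO-derived RD-HGA16 cells with stable Gα16 and human TAAR1; timing: 17-24 h seeding, 75 min 37 °C dye, 30 min RT; read-out: % activation from peak over basal fluorescence ratio, DMSO-to-PEA scaled; measured by: kinetic Fluo-8 calcium fluorescence; benchmarks: low control DMSO, high control PEA (EC100); doses: 3 µM single concentration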
CHO-K1 Ca antag: M1 antagonist counterscreen hit in parental CHO-K1 cells; ATP-induced calcium, Fluo-8 fluorescence; inhibition, % at 3 µM; actives 0.6% (n = 360,000); AID 602250;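 active = inhibition above a per-plate cutoff, the plate's mean sample inhibition plus 3 SD, cut at about 24% in these data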;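 note: 0% = DMSO plus EC80 ATP and 100% = DMSO alone without ATP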
OXTR potentiate: human OXTR potentiation. P30559. CHO-OTR cells, Fluo-8 calcium fluorescence, potentiator mode; 0% = oxytocin EC15, 100% = EC100. activation, % at 3 µM. actives 0.061% (n = 320,000). AID 2445;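 active = activation above that plate's cutoff, the mean activation of tested compounds plus 3 SD, cut at about 6.6% in these data, passing the limit was not always enough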;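 note: 100% uses oxytocin at 75 nM as the full agonist control; some results filed as inactive read as strong as hits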
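assay system = CHO-OTR cells, human receptor | schedule = compound 6 min at room temperature before oxytocin, 100 s read | detection = Fluo-8 intracellular calcium fluorescence, ex 470-495, em 515-575 nm | evaluation = normalized max/min fluorescence ratio, % activation | control set = EC15 oxytocin alone as 0%, 75 nM oxytocin (EC100) as 100%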
CHO-K1 Ca ag: counter-screen for M1 agonists: effect in parental CHO-K1 cells; actives 0.48% (n = 360,000); Fluo-8 calcium fluorescence; scaled to maximal ATP response, vehicle zero; activation, % at 3 µM; in the data active = activation above about 15%;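 note: untransfected CHO-K1 host cells lacking M1 receptor as counterscreen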
M1 PAM parental: M1 PAM counterscreen hit in parental CHO-K1 cells. ATP EC20, Fluo-8 calcium fluorescence; 0% at ATP EC20, 100% at ATP max. actives 0.02% (n = 360,000). activation, % at 3 µM. AID 602247;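 active = activation above the run cutoff, the mean activation of all test compounds plus 3 SD, cut at about 40% in these data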;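 note: peak over basal fluorescence ratio in a 140 s read after ATP addition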
TAAR1 antagonist: human TAAR1 antagonism. Q96RJ0. CHO RD-HGA16 TAAR1, Fluo-8 calcium fluorescence, antagonist. inhibition, % at 3 µM. actives 1.5% (n = 360,000). AID 624466;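 active = inhibition above a per-plate cutoff, the mean inhibition of test compounds on that plate plus 3 SD, cut at about 49% in these data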;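 note: 0% = DMSO plus EC80 beta-PEA response and 100% = DMSO alone without agonist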
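System: RD-HGA16 CHO cells with stable hTAAR1 and Gα16 | Probe or stimulus: EC80 β-phenethylamine stimulus | Dosing: 3 µM, single point | Times: Dye loading 75 min at 37 °C, then 30 min room temperature | Measured by: Fluo-8 calcium-sensitive fluorescence | Read-out basis: % inhibition of agonist calcium response | Replicates: n of 1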
V1aR counter: counter-screen for oxytocin receptor agonists: human V1a receptor agonists; P37288; AID 2797; actives 0.25% (n = 320,000); activation, % at 3 µM; CHO-V1R cells, Fluo-8 calcium fluorescence, agonist mode; 0% DMSO, 100% 3 nM vasopressin;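 active = activation above the mean activation of all tested compounds plus 3 SD, per screening run, cut at about 20% in these data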;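 note: signal is peak over basal fluorescence ratio across a 100 second FLIPR read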
Target sequence (P37288 whole entry, looked up): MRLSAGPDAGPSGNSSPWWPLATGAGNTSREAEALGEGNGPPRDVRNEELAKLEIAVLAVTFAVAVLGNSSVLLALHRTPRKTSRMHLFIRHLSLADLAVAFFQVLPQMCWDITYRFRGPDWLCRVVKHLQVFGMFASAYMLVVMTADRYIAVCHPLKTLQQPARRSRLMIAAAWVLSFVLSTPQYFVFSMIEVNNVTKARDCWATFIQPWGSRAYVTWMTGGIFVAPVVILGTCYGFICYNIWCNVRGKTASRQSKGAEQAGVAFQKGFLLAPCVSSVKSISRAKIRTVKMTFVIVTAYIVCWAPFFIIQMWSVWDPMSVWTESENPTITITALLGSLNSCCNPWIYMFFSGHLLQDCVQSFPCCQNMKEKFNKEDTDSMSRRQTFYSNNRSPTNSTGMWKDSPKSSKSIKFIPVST
CHRM1 agonist: activates human CHRM1 receptor | activation, % at 3 µM | CHO-K1 hM1, Fluo-8 calcium fluorescence, agonist mode; 0% DMSO, 100% acetylcholine EC100 | AID 588814 | actives 0.33% (n = 360,000) | P11229;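 active = activation above the run's mean compound activation plus 3 SD, cut at about 16% in these data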;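 note: peak over basal fluorescence ratio within a 140 s kinetic read after compound addition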
CHO parental Ca: counter-screen: ATP calcium response change in parental CHO cells. inhibition, % at 5.6 µM. actives 0.63% (n = 330,000). AID 463079. parental CHO-K1, ATP-induced calcium, Fluo-8 fluorescence;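 active = inhibition above that plate's mean sample inhibition plus 3 SD, cut at about 26% in these data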;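 note: 0% = ATP-challenged DMSO wells and 100% = DMSO wells without ATP; some compounds past the cut are filed as inactive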
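Assay system – parental CHO cells · Reagent – ATP stimulus · Detection – intracellular calcium via Fluo-8 no-wash fluorescent dye · Evaluation – percent inhibition of ATP-evoked calcium rise, normalized to controls · Controls – ATP wells versus no-ATP DMSO wells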
The depositor's hits bear a star; · = not tested or not shown.

SMILES | TAAR1 ag | CHO-K1 Ca antag | OXTR potentiate | CHO-K1 Ca ag | M1 PAM parental | TAAR1 antagonist | V1aR counter | CHRM1 agonist | CHO parental Ca
Cc1cc(NC(=O)CCC(=O)N(CC(=O)NCC2CCCO2)c2ccc(C(C)C)cc2)no1 (stereo unspecified) | 0 | 0 | -7 | 0.1 | -6 | -5 | 1.5 | -11 | 2
CCN(CC)c1ccc(/C=C/c2cc(-c3ccccc3)c3ccccc3n2)cc1 | 8 | 11 | -6 | 8.8 | -2 | 26 | 9.0 | 18* | 38*
CCOc1cccc(-c2nnc3sc(-c4cccs4)nn23)c1 | 10 | 10 | -11 | 0.6 | 1 | 16 | 1.3 | -4 | -19
N#CC1(NC(=O)CN2CCN(S(=O)(=O)c3ccccc3F)CC2)CCCC1 | 4 | -22 | 1 | 1.1 | 23 | -19 | 0.8 | -1 | -4
COc1cc(/C=C(\C#N)C(=O)NCC2CCCO2)cc(OC)c1OC (stereo unspecified) | 5 | -3 | -1 | 0.5 | 13 | -13 | 0.1 | -5 | -9
COC(=O)[C@]12CCCCC=C1N(Cc1ccc(Cl)cc1Cl)C(=O)[C@H](CC(=O)NCc1cccs1)C2 | 2 | -3 | · | 0.8 | -7 | 13 | · | · | ·
COP(=O)(OC)c1nc(-c2cccc3ccccc23)oc1N1CCOCC1 | -2 | -11 | -2 | 1.2 | 27 | -2 | -0.8 | -5 | -16
Cc1c(/C(O)=C2/C(=O)C(=O)N(CCN3CCOCC3)C2c2ccco2)cnn1-c1ccccc1 (stereo unspecified) | 0 | -5 | · | 0.7 | 7 | -11 | · | -1 | ·
O=C(CSc1nnnn1C1CCCC1)N1CCCc2ccccc21 | 8 | -28 | -4 | 3.0 | 10 | -5 | 0.4 | -6 | -13
CCN(C(=O)c1cn(C)c(=O)c2ccccc12)c1ccccc1F | 3 | 4 | -8 | 0.3 | -8 | -16 | 0.7 | -3 | -30
CCc1ccc(C(=O)Cn2ccsc2=N)cc1 | -2 | -12 | -13 | -1.3 | -8 | 1 | -0.1 | -7 | -21
COc1ccc(CN2C[C@H](Cc3ccccc3)[C@@H](CC(=O)Nc3ccccc3)C2=O)cc1 | 8 | · | -18 | · | · | 28 | 0.1 | · | -22
COc1ccc(OC)c(-n2c(=S)[nH]c3c(sc(=S)n3-c3ccccc3)c2=O)c1 | 1 | 2 | -2 | -0.5 | -4 | -15 | -0.5 | -3 | 5
CCCCc1nc2ccccc2c(=O)n1NC(=O)c1c(O)c2c(n(CC(C)C)c1=O)CCCC2 | 6 | 1 | · | -0.2 | 10 | -10 | · | -5 | ·
O=C(O)C1=C[C@@H](C2CC2)C[C@@H](OCCCCO)O1 | 4 | -10 | -6 | 0.0 | 22 | 14 | -0.6 | -1 | 7
CCCOc1ccc(N2C(=O)CC(N(Cc3ccco3)C(C)=O)C2=O)cc1 (stereo unspecified) | 5 | -18 | 0 | -0.2 | 32 | 2 | -0.8 | -12 | -19
O=S(=O)(O)c1nnc2sc3ccccc3n12 | 13 | -15 | -2 | 0.2 | 16 | 17 | 1.1 | -1 | -4
O=C1CCCc2[nH]nc(-c3cccnc3)c21 | 4 | 26* | 1 | -0.3 | -9 | -4 | -0.2 | -5 | 9
COc1ccc(N2CCN(Cc3cc(=O)c(OCC(=O)NC4CCCC4)co3)CC2)cc1 | 0 | 7 | 2 | 0.8 | 3 | -30 | 0.1 | -3 | -7
O=S1(=O)CCOC[C@H](CC2CCCCC2)N1Cc1ccc(Cl)cc1 | 19 | -3 | -13 | 0.3 | 9 | -7 | -0.1 | -1 | -9
c1ccc(Cc2nnc3sc(-c4cccnc4)nn23)cc1 | 13 | -2 | -1 | 0.5 | -1 | 15 | 0.2 | -3 | -8
Cc1nn(Cc2ccc(Cl)c(Cl)c2)c(C)c1NC(=O)c1cc(CC(C)C)on1 | -1 | 2 | -8 | 5.8 | 8 | 1 | 2.4 | -8 | 33*
CCN(CC(=O)Nc1ccc(NC(C)=O)cc1)C(=O)c1ccc(N2CCC(C)CC2)c([N+](=O)[O-])c1 | 9 | -1 | -9 | 1.0 | 9 | 4 | 1.2 | 0 | -10
CCC(=O)c1ccc(OCC(=O)N(CC)CC(=O)Nc2ccccc2OC)cc1 | 3 | -2 | 2 | 0.1 | -1 | -10 | 0.4 | -2 | -17
Cc1nc2c(cnn2-c2ccccc2)c(=O)n1/N=C/c1ccccc1 | 0 | -15 | -2 | 0.8 | 23 | -43 | 0.1 | -2 | -19

Sorted by SMILES length (highest first): 9 of the compounds above.
SMILES | TAAR1 ag | CHO-K1 Ca antag | OXTR potentiate | CHO-K1 Ca ag | M1 PAM parental | TAAR1 antagonist | V1aR counter | CHRM1 agonist | CHO parental Ca
COC(=O)[C@]12CCCCC=C1N(Cc1ccc(Cl)cc1Cl)C(=O)[C@H](CC(=O)NCc1cccs1)C2 | 2 | -3 | · | 0.8 | -7 | 13 | · | · | ·
Cc1c(/C(O)=C2/C(=O)C(=O)N(CCN3CCOCC3)C2c2ccco2)cnn1-c1ccccc1 (stereo unspecified) | 0 | -5 | · | 0.7 | 7 | -11 | · | -1 | ·
CCN(CC)c1ccc(/C=C/c2cc(-c3ccccc3)c3ccccc3n2)cc1 | 8 | 11 | -6 | 8.8 | -2 | 26 | 9.0 | 18* | 38*
CCC(=O)c1ccc(OCC(=O)N(CC)CC(=O)Nc2ccccc2OC)cc1 | 3 | -2 | 2 | 0.1 | -1 | -10 | 0.4 | -2 | -17
COP(=O)(OC)c1nc(-c2cccc3ccccc23)oc1N1CCOCC1 | -2 | -11 | -2 | 1.2 | 27 | -2 | -0.8 | -5 | -16
CCN(C(=O)c1cn(C)c(=O)c2ccccc12)c1ccccc1F | 3 | 4 | -8 | 0.3 | -8 | -16 | 0.7 | -3 | -30
CCOc1cccc(-c2nnc3sc(-c4cccs4)nn23)c1 | 10 | 10 | -11 | 0.6 | 1 | 16 | 1.3 | -4 | -19
c1ccc(Cc2nnc3sc(-c4cccnc4)nn23)cc1 | 13 | -2 | -1 | 0.5 | -1 | 15 | 0.2 | -3 | -8
O=C1CCCc2[nH]nc(-c3cccnc3)c21 | 4 | 26* | 1 | -0.3 | -9 | -4 | -0.2 | -5 | 9

Other structures
SMILES | TAAR1 ag | CHO-K1 Ca antag | OXTR potentiate | CHO-K1 Ca ag | M1 PAM parental | TAAR1 antagonist | V1aR counter | CHRM1 agonist | CHO parental Ca
C/C(=N\NC(=O)C(N)=O)c1ccc(OC(F)F)cc1 | 2 | -4 | 2 | -0.2 | 21 | 1 | 0.4 | -2 | -11
CCN(CC)S(=O)(=O)c1ccc(NC(=O)COC(=O)c2cnc(C)cn2)cc1 | 4 | -8 | -3 | 0.5 | 14 | 1 | 0.4 | -5 | 11
CC(=O)N1N=C(c2ccc(Cl)cc2)OC1(C)C | 0 | 4 | 1 | -0.3 | -1 | -1 | -0.4 | -2 | 3
COc1cccc(CNC(=O)CCC2CCCN(C(=O)c3ccc(F)c(Cl)c3)C2)c1 (stereo unspecified) | -3 | -7 | -5 | 0.7 | 13 | 3 | 0.6 | -3 | -17
O=C(CCCOc1ccc(Cl)cc1Cl)Nc1ccccc1C(=O)O | -2 | -6 | -5 | -0.3 | 8 | -19 | 0.3 | -1 | 9
CCOCCCNC(=O)c1c[nH]c2c(CC)cccc2c1=O | 1 | 8 | -2 | 0.8 | 2 | -12 | 0.4 | -1 | -17
COc1cc(C(=O)Nc2nc3ccccc3[nH]2)cc(OC)c1OC | 5 | -12 | -5 | 2.9 | 19 | 20 | 0.7 | -5 | -17
CCOC(=O)C1CCCN(C(=O)COc2ccccc2F)C1 (stereo unspecified) | 1 | -5 | 5 | -0.2 | 1 | -3 | -0.2 | -3 | -8
O=C(O)Cc1sc(NCc2ccco2)nc1-c1ccccc1 | 1 | -10 | -4 | 0.6 | -1 | -26 | 0.9 | -1 | -8
O=C(NCC#CCOCc1ccccc1)c1ccccc1 | 6 | 1 | -16 | -0.3 | -5 | 2 | 0.4 | -3 | -17
NNc1nc(-c2ccccc2)cs1 | 2 | -6 | -6 | -0.3 | 7 | -2 | -0.9 | 0 | -23
Cc1cccnc1CCNC(=O)CCc1nnc(-c2ccccc2)o1 | 4 | -5 | 0 | 0.7 | 18 | 13 | -0.3 | -8 | -5
Cn1c(CO)cnc1S(=O)(=O)Cc1ccc([N+](=O)[O-])cc1 | 8 | -3 | -1 | 1.1 | 11 | 0 | 0.5 | -4 | -13
Cc1ccc(C(C)C)c(OCC(=O)NN=C2CCCC(=O)C2)c1 | 2 | -2 | 1 | 0.4 | 0 | -11 | 0.1 | 2 | -15
Cc1cc(C)n(C(=O)Cn2nc(C)c(Cl)c2C)n1 | 3 | -4 | -1 | -0.1 | -10 | -8 | -1.0 | -4 | -8
COc1ccc(NC(=O)CSCC(=O)NCCc2ccccn2)cc1 | 5 | 5 | -1 | -0.2 | -12 | -23 | 0.3 | -2 | -7
COc1ccc(NC(=O)CNC(=O)CC23CC4CC(CC(C4)C2)C3)c(OC)c1 | 3 | -19 | · | 2.7 | 20 | -15 | · | -2 | ·
c1ccc(OCCN2CCN(C(c3ccccc3)c3ccccc3)CC2)cc1 | 4 | -17 | -3 | 1.2 | 15 | -34 | 1.0 | -8 | -11
COC(=O)C1C(OC)=CC(=O)C2CCCCC21 (stereo unspecified) | 8 | -5 | · | 1.4 | -15 | -25 | · | -3 | ·
COc1cc2c(cc1[N+](=O)[O-])-c1ccc([N+](=O)[O-])cc1C2=NNC(N)=S | · | 16 | · | 0.0 | -12 | · | · | -2 | ·
COCOCCn1cc(CN2CCS(=O)(=O)N(Cc3ccc(-c4ccc(F)nc4)cc3)C(CC(C)C)C2=O)nn1 (stereo unspecified) | 10 | -5 | · | 6.0 | 12 | 41 | · | -3 | ·
Cc1nnc(SCc2cc(=O)oc3ccc4ccccc4c23)n1Cc1ccccc1 | 3 | -7 | -5 | 0.4 | 16 | 7 | 0.0 | -2 | -15
COc1ccc(C(=O)Nc2ccc3c(c2)nc2n3CCSC2)cc1 | 4 | 0 | -12 | 0.7 | 12 | 2 | 0.3 | -4 | -19
COCCn1c(SCC(=O)Nc2cc(C)on2)nc2c(c1=O)SC(C)C2 (stereo unspecified) | 7 | -9 | 1 | 1.4 | 6 | -12 | 0.9 | -1 | -10

Rows are unselected; overall some 3.3% were active at least once.
